Screens from PubChem.
SENP8 block: SENP8 protease inhibitors, primary screen, biochemical, luminescence; Sentrin-specific protease 8 (Homo sapiens), Q96LD8; inhibition, % at 10 µM; 330,000 compounds, 1.2% hits; AID 2540, 2010; purified SENP8, Z-RLRGG-aminoluciferin cleavage
EBI2 antag: EBI2 receptor antagonists, beta-arrestin recruitment, primary screen, cell-based, luminescence, 7a,25-OHC stimulation, uHTS. inhibition, % at 5 µM. G-protein coupled receptor 183 (Homo sapiens), P32249. 360,000 compounds, 0.81% hits. 7a,25-OHC stimulated; in the data active = inhibition above about 38%;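 also: enzyme fragment complementation signal reports receptor beta-arrestin coupling in cells; 0% = agonist plus DMSO wells and 100% = wells without agonist; some results beyond the cut were filed as inactive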
Gli-Sufu block: Gli-Sufu pathway antagonists, primary screen, luciferase luminescence, Sufu-KO-LIGHT cells, uHTS. Sufu-KO-LIGHT fibroblasts, Gli luciferase reporter luminescence. inhibition, % at 5 µM. 340,000 compounds, 0.74% hits;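 active = inhibition above about 55%, limit read from the data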;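 also: 0% = DMSO-treated cells and 100% = wells with medium but no cells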
Apaf1 inhib: inhibitors of human Apaf-1 apoptosome, primary screen, biochemical, DEVD-Rh110 fluorescence, uHTS | Apoptotic protease-activating factor 1 (Homo sapiens), O14727 | reconstituted apoptosome caspase-3 activity | inhibition, % at 20 µM | 330,000 compounds, 0.71% hits | AID 489030, 2010; active = inhibition of at least 40% at 20 µM;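 also: plate controls were DMSO wells for no effect and DEVD-CHO caspase inhibitor wells for full effect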
Target sequence (O14727 whole entry, looked up): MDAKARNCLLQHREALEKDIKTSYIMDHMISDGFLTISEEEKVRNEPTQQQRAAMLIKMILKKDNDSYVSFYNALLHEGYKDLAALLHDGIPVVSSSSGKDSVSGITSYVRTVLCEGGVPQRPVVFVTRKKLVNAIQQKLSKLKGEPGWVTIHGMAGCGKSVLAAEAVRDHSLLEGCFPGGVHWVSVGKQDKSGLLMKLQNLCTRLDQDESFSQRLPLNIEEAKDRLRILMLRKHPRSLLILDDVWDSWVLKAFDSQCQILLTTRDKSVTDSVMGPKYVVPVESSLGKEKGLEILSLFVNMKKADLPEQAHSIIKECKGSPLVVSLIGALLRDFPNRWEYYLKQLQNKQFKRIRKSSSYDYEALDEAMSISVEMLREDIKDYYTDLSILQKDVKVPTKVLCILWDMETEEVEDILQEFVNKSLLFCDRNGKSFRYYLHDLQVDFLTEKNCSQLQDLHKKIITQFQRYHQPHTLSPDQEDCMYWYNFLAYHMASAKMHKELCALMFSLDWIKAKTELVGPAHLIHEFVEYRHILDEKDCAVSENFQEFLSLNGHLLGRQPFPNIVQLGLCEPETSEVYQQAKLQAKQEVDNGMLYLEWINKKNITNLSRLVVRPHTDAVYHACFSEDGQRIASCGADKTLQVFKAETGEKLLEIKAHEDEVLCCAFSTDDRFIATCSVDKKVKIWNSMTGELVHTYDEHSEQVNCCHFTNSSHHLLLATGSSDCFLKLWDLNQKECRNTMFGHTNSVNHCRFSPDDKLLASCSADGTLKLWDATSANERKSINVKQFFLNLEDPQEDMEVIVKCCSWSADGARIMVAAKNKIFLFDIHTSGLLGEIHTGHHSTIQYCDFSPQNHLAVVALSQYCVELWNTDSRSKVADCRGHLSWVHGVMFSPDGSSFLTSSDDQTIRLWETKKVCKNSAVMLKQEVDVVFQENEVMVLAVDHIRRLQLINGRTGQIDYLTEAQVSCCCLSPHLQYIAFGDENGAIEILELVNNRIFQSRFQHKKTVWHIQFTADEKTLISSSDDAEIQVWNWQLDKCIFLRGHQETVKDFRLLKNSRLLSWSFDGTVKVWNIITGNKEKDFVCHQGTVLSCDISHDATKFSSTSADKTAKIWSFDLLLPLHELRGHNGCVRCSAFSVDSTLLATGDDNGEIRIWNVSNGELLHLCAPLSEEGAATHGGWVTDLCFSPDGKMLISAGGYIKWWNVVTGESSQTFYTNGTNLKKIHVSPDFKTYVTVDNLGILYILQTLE
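System: reconstituted apoptosome with Apaf-1, cytochrome c, caspase-9, procaspase-3, dATP; Signal: Rh110 fluorescence intensity; Schedule: 30 min compound preincubation, 50 min activation, room temperature; Reagent: cytochrome c trigger plus (Z-DEVD)2-Rh110 caspase-3 substrate.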
Jurkat NFkB inh: inhibitors of induced NF-kB luciferase reporter, primary screen, TCR NF-kB activation inhibitor project, cell-based, luminescence, uHTS; Jurkat, PMA/ionomycin-induced NF-kB luciferase reporter; inhibition, % at 4 µM; 330,000 compounds, 0.53% hits; AID 435003, 2010
CCR6 antag: CCR6 receptor antagonists, primary screen, cell-based, CHO-K1, luminescence, beta-arrestin, uHTS | CHO-K1 CCR6 PathHunter beta-arrestin, CCL20-stimulated | AID 493098, 2011 | inhibition, % at 20 µM | 340,000 compounds, 0.49% hits | C-C chemokine receptor type 6 (Homo sapiens), P51684;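 active = compounds whose inhibition of the agonist-driven luminescence signal at 20 µM reaches about 50%, limit read from the data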;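 also: cells stimulated with CCL20 at 14 nM final; plate controls were DMSO with CCL20 for no effect and DMSO without agonist for full effect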
UBC13 inh: UBC13 polyubiquitin chain formation inhibitors, primary screen, biochemical, TR-FRET, uHTS. Ubiquitin-conjugating enzyme E2 N (Homo sapiens), P61088. inhibition, % at 20 µM. 330,000 compounds, 0.47% hits. AID 485273, 2010; in the data active = inhibition above about 45%, passing the limit was not always enough
697 NFkB inh: inhibitors of PMA/ionomycin-induced NF-kB reporter, 697 cells, primary screen, B-cell NF-kB inhibitor project, cell-based, luminescence, uHTS; AID 435022, 2010; 330,000 compounds, 0.33% hits; 697 B-cell NF-kB luciferase reporter, 16 h; inhibition, % at 4 µM; in the data active = inhibition above about 35%
Numbers without * were called inactive. Rule as the data show it, unless noted: active = inhibition above about 50%; inactive = the rest.

Values run as follows: SENP8 block	EBI2 antag	Gli-Sufu block	Apaf1 inhib	Jurkat NFkB inh	CCR6 antag	UBC13 inh	697 NFkB inh
1	CCOC(=O)N1CCN(C(=S)Nc2cccc(C)c2)CC1
    4	-3	6	-5	5	-7	6	-3
2	O=C(Nc1ccc(Br)cc1)c1cnc[nH]1
    -9	-9	-30	7	-47	-2	3	-32
3	COC(=O)c1nnn(CC(=O)Nc2ccc(C)c(F)c2)c1C(=O)OC
    -11	3	11	5	-17	1	-8	18
4	Cc1nc2ccccc2c(C)c1C(=O)c1ccc(F)cc1
    -6	0	-12	12	13	5	-2	-34
5	CCCn1c(C(C)Nc2nc(-c3ccc(C)cc3)cs2)nc2ccccc21 (centres undefined)
    6	4	1	7	12	3	15	-5
6	COc1cc2cc(Oc3ccc4ccc(=O)oc4c3)c(=O)oc2cc1O
    8	1	3	-6	10	5	5	16
7	COc1ccc2nc(SC(C(=O)c3ccccc3)c3ccccc3)nc(C)c2c1 (centres undefined)
    0	19	22	28	-2	21	-8	-14
8	COc1ccc(C(=O)NNC(=O)C2CCCO2)cc1 (centres undefined)
    1	-7	3	-14	8	7	-6	1
9	CC(=O)n1cc(CO)c2ccccc21
    0	-11	-5	-12	-5	-10	14	12
10	COC(=O)CNc1nc(-c2ccncc2)nc2ccccc12
    3	-2	-20	2	-1	2	-1	-31
11	Cc1cc(C)c2c(c1)/C(=N/NS(=O)(=O)c1ccc(Br)cc1)CCC2
    4	11	3	9	5	-9	-4	-5
12	CCCC(=O)Nc1cc(C)c(NC(=O)c2ccccn2)cn1
    -11	-2	59*	4	2	-11	-4	9
13	COCCNc1nnc(SC(C)C(=O)Nc2c(C)n(C)n(-c3ccccc3)c2=O)s1 (centres undefined)
    5	-7	-11	5	15	4	3	-3
14	Cc1csc(SC(C)c2nc3scc(-c4ccccc4)c3c(=O)[nH]2)n1 (centres undefined)
    -15	-1	6	17	12	0	-1	-5
15	CC(C)c1nc(-c2ccccc2)c(-c2ccccc2)[nH]1
    -3	3	12	14	-2	-16	11	6
16	Fc1cccc(CN2CCN(c3nc4nonc4nc3NC3CC3)CC2)c1
    -3	2	21	-10	13	5	-6	14
17	CC(/C=C1\SC(=S)N(C(C(=O)O)c2ccccc2)C1=O)=C\c1ccccc1 (centres undefined)
    -1	9	-1	12	-5	29	-11	17
18	COc1ccccc1NS(=O)(=O)c1cccc(C(=O)NNC(=O)c2ccc(O)c(Cl)c2)c1
    -10	-4	-6	-7	-1	2	0	-2
19	CC1CCCC(C)N1C(=O)CN1CCN(c2nc(-c3ccc(F)cc3)cs2)CC1 (centres undefined)
    -12	17	14	22	30	-1	-8	-2
20	Cc1cc(=O)oc2cc(OCC(=O)N3CCc4ccccc4C3)ccc12
    3	3	5	-1	23	-1	11	21

Arranged by value in UBC13 inh (rising): some entries from above
| No. | SMILES | EBI2 antag | Jurkat NFkB inh | CCR6 antag | UBC13 inh | 697 NFkB inh |
| --- | --- | --- | --- | --- | --- | --- |
| 7 | COc1ccc2nc(SC(C(=O)c3ccccc3)c3ccccc3)nc(C)c2c1 (centres undefined) | 19 | -2 | 21 | -8 | -14 |
| 6 | COc1cc2cc(Oc3ccc4ccc(=O)oc4c3)c(=O)oc2cc1O | 1 | 10 | 5 | 5 | 16 |
| 9 | CC(=O)n1cc(CO)c2ccccc21 | -11 | -5 | -10 | 14 | 12 |

The results go on.
Values run as follows: SENP8 block	EBI2 antag	Gli-Sufu block	Apaf1 inhib	Jurkat NFkB inh	CCR6 antag	UBC13 inh	697 NFkB inh
21	NC1=NC[C@H](Cc2ccccc2)N1CCCCC1CCCCC1
    -14	-11	58*	67*	3	7	86*	-42
22	O=C(OCC(=O)N1CCCC1=O)C1COc2ccccc2O1 (centres undefined)
    -2	-12	-2	1	-6	2	-8	1
23	CC(C)(C)c1ccc(S(=O)(=O)N2CCN(C(=O)C3CCC3)CC2)cc1
    1	3	23	5	18	12	6	-25
24	Cn1cnnc1SCC(=O)c1cc2ccccc2oc1=O
    4	-1	1	-16	-9	11	-16	8
25	O=C(O)c1cccc(Cn2cc(Br)cn2)c1
    0	0	-6	-2	12	7	5	4
26	Cc1cc(NC(=O)c2ccc3c(c2)OCCO3)ccc1NC(=O)c1ccco1
    2	-6	-33	0	11	8	2	12
27	C=CCSc1nnc(COc2ccc(=O)n(-c3ccccc3)n2)n1CC
    11	5	-5	-10	-2	9	-5	-12
28	Cc1noc(C)c1C(=O)NCc1ccco1
    -5	0	-1	-4	8	2	8	13
29	Cn1c(-c2ccccc2)cnc1NCc1ccc(-c2ccccc2)cc1
    -4	-1	9	17	19	10	23	-15
30	O=C(Nc1ccc(F)cc1)C1CCN(c2nnnn2-c2ccccc2)CC1
    2	-8	2	23	6	0	-9	5
31	CCOC(=O)c1sc2nc(C)nc(NCc3ccccc3OC)c2c1C
    5	23	19	12	34	12	2	-36
32	Cc1cc(=O)[nH]c2ccc(S(=O)(=O)Nc3ccccc3)cc12
    8	-1	13	0	3	8	-1	18
33	COC(=O)CSc1nnc(CNC(=O)c2cccc(C)c2)n1-c1ccccc1OC
    -6	-12	-2	-8	-2	6	2	16
34	Cc1ccc2oc(=O)n(Cc3ccccc3)c2c1
    2	-1	-2	-7	11	6	-2	-11
35	C#CCSc1nnc(CNS(=O)(=O)c2ccc(Br)cc2)n1C
    -2	5	-9	-2	0	17	-9	11
36	Cc1ccccc1NS(=O)(=O)c1ccc(C2CNC(=O)C2)cc1 (centres undefined)
    -1	1	1	-15	11	-4	-2	24
37	COc1ccc(CSCC(=O)NN=C2CCN(C)CC2)cc1
    1	4	-1	2	1	-15	-1	7
38	O=[N+]([O-])c1cccc(/C=C/c2ccc3cccc(O)c3n2)c1
    -9	7	6	0	-40	23	-25	-130
39	Cc1cc(NC(=O)COc2cccc(C)c2C)no1
    -19	0	3	10	-22	11	-6	8
40	COc1ccc(NC(=O)CN(C2CCCCC2)S(C)(=O)=O)cc1Cl
    4	6	5	-3	-2	-3	4	-5

Next entries follow.
Values run as follows: SENP8 block	EBI2 antag	Gli-Sufu block	Apaf1 inhib	Jurkat NFkB inh	CCR6 antag	UBC13 inh	697 NFkB inh
41	c1ccc2c(c1)oc1c(NCc3ccc4c(c3)OCO4)ncnc12
    -1	2	-12	10	-1	-8	8	3
42	COc1ccc(CNC(=O)CC(C)CC2=NS(=O)(=O)c3ccccc3N2)cc1 (centres undefined)
    -4	-4	12	7	2	-13	5	20
43	CCN(c1ccccc1)S(=O)(=O)c1ccc(NCC2COc3ccccc3O2)nc1 (centres undefined)
    1	24	4	15	0	24	8	1
44	CCOc1ccc(N(CC(=O)Nc2ccc(OC)cc2)S(C)(=O)=O)cc1
    -2	-2	-44	-3	-17	-1	1	-31
45	Cc1ccccc1C(=O)Nc1ccnn1C1CCN(CC2CC=CCC2)CC1 (centres undefined)
    -4	12	10	8	7	9	-8	10
46	C#CCOCCOCCOCCNc1nc(N2CCN(C(=O)[C@H](CCCCN)n3cc([C@@H](N)CC(N)=O)nn3)CC2)nc(N2CCN(C(=O)[C@H](CCCCN)n3cc([C@@H](N)CC(N)=O)nn3)CC2)n1
    -13	-5	-18	55*	-6	2	108*	-3
47	COc1ccc(CCNC(=O)Cn2cnc3sc(C)c(-c4ccc(F)cc4)c3c2=O)cc1OC
    -8	4	3	3	-9	6	-7	-7
48	Cc1cc(NC(=O)CSc2nc3cc(Cl)ccc3c(=O)n2Cc2ccco2)no1
    0	12	10	-16	-13	4	-4	2
49	CCOC(=O)c1ccc(NC(=O)c2cc(C)nc3ccccc23)cc1
    0	-3	1	2	-14	1	1	1
50	O=C1N=C(N2CCOCC2)S/C1=C/c1cccs1
    -19	-8	-15	-14	-4	1	4	9
51	O=C(N/C(=C\c1ccccc1)C(=O)N1CCOCC1)c1ccc(Br)o1
    -3	3	-19	5	-11	8	-7	4
52	O=C(CSc1nc2cc3ccccc3cc2[nH]1)Nc1ccc(F)cc1
    -5	20	4	7	-21	0	-12	17
53	CCCCCn1c(CNC(=O)COC)nc2ccccc21
    -6	-5	1	7	-14	-9	-2	-8
54	CCOC(=O)/C=C1\SCC(=O)N1CC(=O)NC(C)C
    4	-9	25	-8	-6	-8	5	18
55	Cc1cc(N2CCN(C)CC2)nc2ccc(NC(=O)c3ccc(Br)o3)cc12
    -12	-9	-5	17	-16	-21	2	-16
56	COc1ccc(CNS(=O)(=O)CCNC(=O)c2ccc3c(c2)OCO3)cc1
    -7	-17	-6	4	-9	10	-2	9
57	CCOC(=O)[C@@H]1CCN(Cc2ccccc2)C[C@H]1c1ccccc1
    -12	11	3	-5	0	11	2	7
58	CC(=O)c1ccc(COC(=O)c2cc3ccccc3oc2=O)cc1
    -13	-7	1	2	-14	13	-7	-24
59	COc1ccc(NC(=S)Nc2cnc3ccccc3c2)c(OC)c1
    -11	3	-1	6	-7	5	-7	-8
60	CCN(CC)C(=O)CSc1nc(O)cc(=O)n1CC
    8	-6	5	-20	11	-11	5	25

Next part
Values run as follows: SENP8 block	EBI2 antag	Gli-Sufu block	Apaf1 inhib	Jurkat NFkB inh	CCR6 antag	UBC13 inh	697 NFkB inh
61	CS(=O)(=O)N(CC(=O)NCCSCc1ccccc1)c1ccc2c(c1)OCO2
    -10	3	2	4	9	1	-2	-4
62	CC(C)C[C@@H](CN1C(N)=NC[C@@H]1C)NC(=O)CC12CC3CC(CC(C3)C1)C2
    11	-16	-8	11	4	3	20	16
63	COc1ccc(C(=O)Nc2nc3ccccc3[nH]2)cc1OC
    -19	1	-42	7	-87	14	-6	-80
64	Cn1c(N)c(C(=O)COC(=O)COc2ccc(Cl)cc2Cl)c(=O)n(C)c1=O
    -5	2	-1	12	-5	0	5	-8
65	COc1ccc(S(=O)(=O)NC2CC2)cc1Br
    -3	4	-2	-1	3	2	4	7
66	COc1ccc(NC(=S)N2CCN(Cc3ccccc3)CC2)c(OC)c1
    14	-16	37	-17	9	8	5	-4

In another format: entries from further up.
#	Structure	SENP8 block	EBI2 antag	Gli-Sufu block	Apaf1 inhib	Jurkat NFkB inh	CCR6 antag	UBC13 inh	697 NFkB inh
5	CCCn1c(C(C)Nc2nc(-c3ccc(C)cc3)cs2)nc2ccccc21 (centres undefined)	6	4	1	7	12	3	15	-5
52	O=C(CSc1nc2cc3ccccc3cc2[nH]1)Nc1ccc(F)cc1	-5	20	4	7	-21	0	-12	17

Only part of the results is shown. The share of hits here may be higher or lower than overall.
